RXFP1 ag – agonists of human relaxin receptor RXFP1. HEK293T-RXFP1 cAMP TR-FRET, 30 min; response scale: percent of porcine relaxin response, buffer zero. Potency, µM (titrated, usually from 57.5 µM), for the others: at the highest dose activation, usual class: activators. hit rate 0.3% among 370,000; note: potency is the fitted concentration of half-maximal effect; % is set by controls: 0 for no effect and ±100 for the full control effect; nearly all actives have a fitted effect of over 60% in size; many of its hits are not listed in these tables
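Agonist response is measured as cAMP accumulation in an RXFP1-transfected HEK293T line under PDE4 inhibition. Values are scaled between buffer-only and 29 nM porcine relaxin, and EC50s come from standard Hill equation fits.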
TRHR ag – agonists of human TRH receptor | P34981 | TRHR cells, calcium flux fluo-8, FDSS agonist mode | activation, % at 2 µM | hit rate 0.18% among 360,000; in the data active = activation above about 30%; note: 0% is about no effect
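Agonist-mode FDSS calcium read (Ex 480/Em 530, 1 s cycles) in 1536-well TRHR cells with fluo-8 dye, after 10-cycle baseline and 23 nL compound addition; TRH at EC20 (10 nM final) added afterwards for the enhancer phase.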
TRHR PAM – TRH receptor (human) allosteric enhancement; TRHR cells, fluo-8 calcium fluorescence, EC20 TRH enhancement; enhancement, % at 2 µM; P34981; hit rate 0.66% among 360,000; in the data active = enhancement above about 30%; note: 0% is about no effect
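TRHR-expressing cells loaded with fluo-8 calcium dye were read kinetically (ex 480/em 530) during compound addition, then stimulated with an EC20 of TRH (10 nM final). Enhancement of the Gq-mediated intracellular calcium response was scored.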
D1 ag – human D1 receptor agonism; P21728; HEK293 T-REx D1 cells, calcium flux, agonist mode; activation, % at 2 µM; hit rate 1% among 360,000; AID 504660; in the data active = activation above about 30%; note: 0% is about no effect
Target sequence (P21728 whole entry, looked up): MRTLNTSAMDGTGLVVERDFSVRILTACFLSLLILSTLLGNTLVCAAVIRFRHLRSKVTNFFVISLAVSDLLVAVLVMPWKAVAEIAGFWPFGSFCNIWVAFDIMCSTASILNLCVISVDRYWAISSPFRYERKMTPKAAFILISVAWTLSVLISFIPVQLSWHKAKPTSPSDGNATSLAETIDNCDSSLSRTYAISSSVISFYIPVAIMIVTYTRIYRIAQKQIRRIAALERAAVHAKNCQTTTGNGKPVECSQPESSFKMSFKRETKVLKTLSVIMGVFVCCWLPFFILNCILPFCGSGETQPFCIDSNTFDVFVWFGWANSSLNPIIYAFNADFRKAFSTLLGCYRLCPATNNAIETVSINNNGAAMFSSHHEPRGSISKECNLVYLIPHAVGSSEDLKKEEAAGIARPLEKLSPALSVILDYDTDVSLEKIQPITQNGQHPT
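Inducible HEK293 T-REx D1 cells, force-coupled to calcium signalling, were plated at 4000 cells/well with tetracycline and held overnight at 30 C. After no-wash calcium dye loading, compound-evoked calcium rise over 180 s flagged agonists.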
Anesthetic bind – candidate novel general anesthetic via apoferritin binding | hit rate 0.074% among 350,000 | Potency, µM (top dose mostly 77.5 µM), inactives show top-dose activity change, negative = displacement, usual class: inhibitors | P02791 | apoferritin/1-aminoanthracene competitive binding, fluorescence; note: potency is the fitted concentration of half-maximal effect; % is set by controls: 0 for no effect and ±100 for the full control effect; nearly all actives have a fitted effect of over 20% in size
Target sequence (P02791 2-175 limits assumed): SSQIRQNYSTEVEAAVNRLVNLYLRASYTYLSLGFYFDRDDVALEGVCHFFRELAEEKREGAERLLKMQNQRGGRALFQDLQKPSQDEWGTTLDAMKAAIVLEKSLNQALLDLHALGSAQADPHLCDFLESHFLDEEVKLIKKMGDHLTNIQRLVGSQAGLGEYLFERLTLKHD
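Horse-spleen apoferritin (10 uM) was mixed with 50% saturated 1-aminoanthracene in PBS, exposed to compounds for 10 min at room temperature, and read for fluorescence (ex 380 nm, em 535 nm). Competitive displacement was fitted with a four-parameter Hill equation.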
RXFP1 antag – blocks the human relaxin receptor RXFP1. HEK293-RXFP1, relaxin-stimulated cAMP HTRF, 30 min; active compounds read low. activity change, negative = inhibition, % at 57.5 µM. hit rate 0.59% among 350,000;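 active = activity change of -60% or lower, but not beyond a set lower limit; inconclusive = change between -60% and -40%, or beyond the set limit; inactive = change above -40%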; note: % is set by controls: 0 for no effect and ±100 for the full control effect
D1 antagonist – blocks dopamine activation of the human D1 receptor | P21728 | HEK293 TREx D1 cells, calcium flux, dopamine EC80; active compounds read low | activity change, negative = inhibition, % at 10 µM | hit rate 3.2% among 360,000 | AID 504652; in the data active = activity change below about -30%; note: % is set by controls: 0 for no effect and ±100 for the full control effect
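Using tetracycline-induced force-coupled D1 Hek293 cells and a calcium dye, signals were followed for 180 s after compound, then for 180 s after EC80 dopamine, to detect inhibitors.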
D1 potentiator – enhances dopamine response at the human D1 receptor. P21728. potentiation, % at 10 µM. hit rate 0.036% among 360,000. HEK293 TREx D1 cells, calcium flux, dopamine EC20 potentiation; in the data active = potentiation above about 30%; note: 0% is about no effect
D2 potentiator – positive allosteric modulators of human D2 dopamine receptor. HEK293 T-REx D2, calcium flux, EC20 dopamine potentiation. AID 485347. potentiation, % at 10 µM. P14416. hit rate 0.34% among 340,000;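 active = potentiation over 3 SD above the plate norm, cut at about 30% in these data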; note: 0% is about no effect
Target sequence (P14416 whole entry, looked up): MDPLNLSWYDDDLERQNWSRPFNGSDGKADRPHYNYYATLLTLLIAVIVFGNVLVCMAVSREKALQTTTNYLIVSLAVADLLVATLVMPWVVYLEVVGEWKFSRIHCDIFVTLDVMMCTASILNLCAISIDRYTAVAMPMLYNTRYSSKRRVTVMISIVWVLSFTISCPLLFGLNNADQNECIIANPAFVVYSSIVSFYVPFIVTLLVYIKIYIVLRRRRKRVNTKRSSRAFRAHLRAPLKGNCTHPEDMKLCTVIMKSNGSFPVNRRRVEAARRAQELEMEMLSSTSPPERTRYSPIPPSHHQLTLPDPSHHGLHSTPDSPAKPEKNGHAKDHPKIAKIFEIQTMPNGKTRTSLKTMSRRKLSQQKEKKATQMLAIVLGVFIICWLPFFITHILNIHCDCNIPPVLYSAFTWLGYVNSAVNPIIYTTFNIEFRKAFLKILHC
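Potentiation of an EC20 dopamine calcium response is measured in a force-coupled, tetracycline-inducible Hek293 Trex D2 line. Compound-only kinetic reads over 180 s flag agonists before dopamine addition.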
* = called active by the depositor; ? = inconclusive; nt = no result given; [ ] = dose if it differs, or a comment. Unless noted, calls come from the whole dose curve; as a rule, active = well fitted curve in the direction sought with a large enough effect; inconclusive = small, poorly fitted or top-dose-only effect, or another doubt; inactive = no such curve, though single readings can be large; an effect the other way counts as inactive or inconclusive. This is a subset. The share of hits here may be higher or lower than overall.

RXFP1 ag | TRHR ag | TRHR PAM | D1 ag | Anesthetic bind | RXFP1 antag | D1 antagonist | D1 potentiator | D2 potentiator | SMILES
1.3% | -0.5 | 5 | 2 | 7% | -1 | 10 | 5 | -6 | COc1ccc(O)c(C=Nc2cc(NC(C)=O)c(Cl)cc2Cl)c1
-1.3% | 0.1 | -18 | 1 | 0% | -9 | -3 | -1 | -5 | O=C(COC(=O)CC1c2ccccc2CCN1S(=O)(=O)c1ccc(F)cc1)Nc1ccccc1 (centres undefined)
0.0% | 0.1 | -7 | 2 | -8% | 5 | -3 | 1 | 9 | Cc1nn(-c2ccccc2)c(OC(=O)C(C)(C)C)c1Sc1ccccc1
0.0% | -0.2 | -7 | 3 | -3% | 0 | 16 | 1 | 2 | COc1ccccc1-c1nc2ccc(Cl)cc2c(=O)n1O
-1.0% | -0.1 | -4 | 2 | -5% | nt | -19 | -5 | -1 | CS(=O)(=O)N(Cc1cccc(CN(C(C(=O)O)c2ccccc2)S(C)(=O)=O)c1)C(C(=O)O)c1ccccc1 (centres undefined)
0.2% | 0.0 | -4 | -2 | -3% | -9 | -3 | 0 | 2 | O=C(Nc1ccccc1F)c1cc2nc(C(F)F)cc(C(F)F)n2n1
-0.3% | -0.4 | -2 | 0 | nt | ? | -32* | -8 | -4 | CCOCc1c(C(=O)Nc2ccc3nc(N4CCOCC4)sc3c2)oc2ccccc12
3.4% | -0.5 | 24 | 3 | -8% | -6 | 27 | -3 | 8 | Cc1ccc(S(=O)(=O)NCC2CCC(C(=O)NCc3ccccn3)CC2)cc1 (centres undefined)
-0.9% | -0.3 | 6 | -1 | nt | nt | 5 | 1 | 18 | Cc1ccc(SSc2cc(C)ccc2N)c(N)c1
6.3% | 0.4 | 5 | 4 | -13% | -9 | -12 | -5 | 2 | Cc1oc(-c2ccc(Cl)cc2)nc1Cn1c(=O)cc(C)c2c(C)nn(-c3ccccc3)c21
-1.7% | -0.8 | -6 | 1 | -2% | -10 | -16 | -2 | 7 | C=CCNC(=O)/C(=C\C=C\c1ccccc1)NC(=O)c1ccccc1Cl
1.9% | -0.2 | 0 | 17 | -4% | -11 | -30 | -10 | nt | CCCCCC(=O)NC(=S)Nc1ccc(NC(=O)c2ccco2)cc1
0.3% | -0.2 | 8 | 6 | nt | -5 | -3 | -4 | -3 | Cc1ccc(C)c(NC(=O)CN(C)C(=O)c2ccccc2Cc2ccccc2)c1
0.1% | 1.0 | -3 | 1 | -6% | -10 | 2 | -4 | nt | Cc1cc(C)c(C(=O)/C=C/c2ccco2)c(=O)[nH]1
-2.2% | -0.4 | 21 | 2 | -8% | -14 | -4 | 1 | -12 | CCOC(=O)CSc1nc2ccccc2c(=O)n1C
2.0% | -0.3 | -14 | 0 | 4% | 4 | 18 | 1 | -17 | O=C(NCc1ccc(F)cc1)C1CCCN1C(=O)Nc1ccc(Cl)cc1 (centres undefined)
3.7% | 0.3 | 6 | 0 | -7% | 2 | -9 | -3 | 0 | COCCn1c(SCC(=O)Nc2cc(C(C)(C)C)nn2-c2ccccc2)nnc1-c1ccncc1
-0.6% | -1.1 | 1 | 1 | nt | -3 | -1 | 5 | -11 | Cc1ccc(CNC(=O)C(N=C2NS(=O)(=O)c3ccccc32)C(C)C)cc1 (centres undefined)
3.2% | -0.4 | 4 | 15 | 20% | -8 | nt | 0 | -1 | O=C(CSc1nc(=O)[nH]c2c1CCCC2)NCc1ccccc1Cl
0.8% | 0.2 | -10 | 4 | -6% | 4 | -2 | -4 | -9 | Cc1ccc(NC(=O)NCCc2ccc(S(N)(=O)=O)cc2)cc1
1.8% | -0.1 | 8 | 2 | -9% | -19 | -9 | 4 | 6 | COc1cc(OC)cc(C(=O)N[C@H](C(=O)OCC(=O)Nc2ccc(C(N)=O)cc2)C(C)C)c1
-0.5% | 0.7 | 6 | 3 | -5% | -6 | 2 | 1 | 8 | CC(C)(C)C1=Nn2c(nnc2-c2ccccn2)SC1
2.4% | 0.2 | -2 | 3 | -11% | -12 | -4 | 2 | -5 | C(=C\c1ccccc1)/C=N/Nc1nc2ccccc2s1
1.0% | 0.7 | 7 | 2 | -9% | -3 | -66* | -3 | 10 | CC(=O)Nc1ccc(S(=O)(=O)Nc2ccc(C(=O)NCC(=O)O)cc2)cc1
-1.0% | 0.6 | -2 | 3 | 0% | -10 | 5 | 4 | -5 | COc1ccc(Cn2cnc([N+](=O)[O-])c2)cc1[N+](=O)[O-]

The closing 2 entries of the part above lead into the next.
RXFP1 ag | TRHR ag | TRHR PAM | D1 ag | Anesthetic bind | RXFP1 antag | D1 antagonist | D1 potentiator | D2 potentiator | SMILES
1.0% | 0.7 | 7 | 2 | -9% | -3 | -66* | -3 | 10 | CC(=O)Nc1ccc(S(=O)(=O)Nc2ccc(C(=O)NCC(=O)O)cc2)cc1
-1.0% | 0.6 | -2 | 3 | 0% | -10 | 5 | 4 | -5 | COc1ccc(Cn2cnc([N+](=O)[O-])c2)cc1[N+](=O)[O-]
-0.4% | 0.9 | -3 | 3 | -6% | 13 | -3 | -2 | -12 | CC1CC(C)CN(CCCNC(=O)c2ccc(N3CCCC3=O)cc2)C1 (centres undefined)
-0.4% | -0.1 | -3 | 5 | -3% | -1 | -7 | -2 | 1 | Nc1c(Cl)ncnc1NCc1cccnc1
14% | 1.3 | -1 | -1 | 55%[activator] | -20 | -29 | -12 | 1 | Fc1cccc2sc(Nc3nc4c(F)cccc4s3)nc12
6.4% | -0.3 | 2 | 4 | -4% | 6 | -8 | 2 | -4 | COc1cc(-c2nc3n(c(=O)c2C#N)CCS3)cc(OC)c1OC
-1.6% | -2.2 | 6 | 6 | -4% | 7 | 0 | -3 | -4 | CCOCc1nnc(NC(=O)C2CCN(C(=O)c3ccco3)CC2)s1
7.4% | -0.7 | 13 | 0 | 7% | 17 | -2 | -3 | -3 | COc1ccc(-c2cn3cccnc3n2)cc1NC(=O)COc1ccccc1
5.7% | -0.3 | -1 | 0 | -18% | -1 | -24 | 4 | -8 | CCCn1c(SCc2cc(=O)oc3ccc4ccccc4c23)n[nH]c1=O
-0.7% | 0.7 | 1 | 67* | -7% | nt | -39* | -1 | -22 | Cc1oc(-c2cccc(Cl)c2)nc1CN1CCC(C(=O)NCCCN2CCN(c3cccc(Cl)c3)CC2)CC1
2.8% | -0.2 | -4 | 4 | ? | 1 | -7 | -2 | -3 | CCc1ccc(-c2nc(SCC(=O)NC3CCCC3)n[nH]2)cc1
0.6% | 0.0 | 3 | 0 | 7% | -4 | 16 | 5 | 11 | CC/C(=N\NS(=O)(=O)c1ccc(C)cc1)c1ccco1
1.7% | 0.3 | -5 | 4 | -8% | -6 | -11 | -1 | 3 | COc1ccccc1C(=O)NCCc1c(C)[nH]c2c(C)ccc(F)c12
8.0% | -1.3 | -10 | 2 | -2% | 2 | 15 | 2 | -1 | Cc1nn2c(-c3ccccn3)ccnc2c1Cl
0.2% | 0.5 | -12 | 26 | nt | 7 | 1 | -1 | -9 | Cc1ccc(S(=O)(=O)N2CCCCC2)cc1NC(=O)CCCOc1ccccc1
0.8% | -0.4 | -1 | 1 | -8% | nt | 7 | -1 | 6 | CCC(C)C(=O)OCC1(c2ccc(C)cc2OC(=O)C(C)C)CO1 (centres undefined)
1.4% | -0.4 | -6 | 2 | -12% | nt | -25 | -5 | 0 | Cc1cccc(-c2nc(SCCCOc3ccccc3Cl)n3[nH]c(=O)cc3n2)c1
-3.4% | 0.9 | -3 | 4 | 2% | -16 | -7 | -2 | -3 | CCOC(=O)c1cnc(/N=C/N(C)C)s1
0.3% | 0.4 | 8 | 2 | nt | 3 | 5 | 1 | -5 | CCn1cnnc1SCC(=O)NCC1COc2ccccc2O1 (centres undefined)
0.8% | 0.1 | -3 | 1 | ? | 3 | -7 | -6 | 3 | CC(C)=CC(=O)OCC(=O)Nc1ccccc1Cl
2.5% | 0.2 | -4 | 6 | -6% | 6 | 0 | -3 | -4 | COc1cccc(CN2CCN(CC#Cc3ccccc3)CC2CCO)c1 (centres undefined)
0.1% | -0.2 | -3 | 4 | nt | -5 | -8 | -1 | 0 | CCOC(=O)c1oc2ccc(Br)cc2c1COC(=O)C1=COCCO1
0.7% | 1.3 | 7 | 2 | nt | -4 | -2 | 8 | -8 | Cc1occc1-c1nnc(SC(C)C(=O)Nc2ccccc2F)o1 (centres undefined)
0.0% | 0.9 | 14 | -1 | -9% | 9 | -4 | 13 | -1 | O=c1c2ccccc2nnn1CSc1nc2ccccc2c(=O)n1Cc1ccco1
1.1% | -0.1 | 0 | 0 | -2% | -6 | 4 | 2 | -2 | O=C(NCCc1ccccc1)C(=O)NC1CCCCC1
0.0% | 1.0 | 13 | 2 | -12% | -22 | 9 | -7 | 4 | COc1cccc(CN2CCNC(=O)C2CC(=O)NCc2cn3ccccc3n2)c1OC (centres undefined)
-0.2% | 0.0 | 1 | 5 | -9% | -11 | -12 | -8 | -17 | O=C(Nc1cccc([N+](=O)[O-])c1)c1cc(S(=O)(=O)N2CCOCC2)cs1
2.8% | -0.3 | -2 | 6 | 3% | -9 | -30* | -19 | 2 | Cc1c(C)n(Cc2ccc(F)cc2)c2ccc(C(=O)NCCN3CCOCC3)cc12
-2.8% | 0.5 | 6 | 0 | -9% | -16 | 14 | -5 | 2 | O=C1NC(c2ccccc2)Nc2c1sc(=S)n2-c1ccccc1 (centres undefined)
0.1% | -0.5 | 2 | 3 | nt | 5 | -16 | -5 | 1 | CCc1ccccc1NC(=O)CN1CCN(C(=O)C2CCN(C(=O)/C=C/c3ccccc3)CC2)CC1
6.2% | 0.6 | 1 | 2 | -14% | -3 | 25 | 1 | 2 | CC(C)c1nnc(NC(=O)CC23CC4CC(CC(C4)C2)C3)s1
3.2% | 0.2 | -4 | 3 | -5% | -3 | -2 | -7 | -2 | COc1ccccc1NC(=O)C1CCN(c2ncccn2)CC1
-0.1% | -0.3 | -2 | 4 | -11% | 9 | 6 | 4 | 25 | COc1ccccc1NC(=O)C1CCN(S(=O)(=O)c2ccc3c(c2)CC(C)N3C(C)=O)CC1 (centres undefined)
-0.2% | -1.1 | -10 | 1 | ? | 1 | -4 | -6 | 2 | COc1ccc(C(=O)NCCn2ccc3ccccc32)c(OC)c1
0.2% | 0.1 | -2 | -4 | 1% | nt | -9 | 2 | -2 | C[C@H]1CC[C@@]2(O[C@@H](CCO)C[C@@H](O)[C@@H]2O)O1
